DAX1 inh-1: DAX1 (NR0B1) inhibitors on StAR promoter, primary screen, cell-based, luminescence, SF-1 (NR5A1), full-length DAX-1 | HEK293T StAR-luciferase reporter, SF-1/DAX-1 repression relief | inhibition, % at 6.8 µM | 1.1% of 370,000 active | AID 652010, 2013;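 active means inhibition above the mean over all tested compounds plus 3 SD, cut at about 3.6% in these data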;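 further: 0% = DAX-1 cells with DMSO and 100% = cells lacking DAX-1 with DMSO; higher inhibition means more luminescence from relief of DAX-1 repression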
PG9 Ab binder: binders of HIV-1 gp120 antibody PG9, primary screen, biochemical, TR-FRET; HIV-1 gp120 / PG9 antibody interaction; TR-FRET gp120-PG9 antibody binding; inhibition, % at 6.7 µM; 0.43% of 360,000 active; in the data active means inhibition above about 8.5%
hgDAF12 agonist: H. glycines DAF-12 receptor agonists, primary screen, cell-based, luminescence, HEK293, GAL4 fusion, UAS-luciferase | Nuclear hormone receptor DAF-12 (Heterodera glycines), GAL4 fusion | HEK293 GAL4-hgDAF12 UAS-luciferase reporter, agonist luminescence; normalized to butyrate control | activation, % at 6.8 µM | 1.8% of 370,000 active;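 active means activation above a cutoff set at the mean of all screened compounds plus 3 SD, cut at about 10% in these data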;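 further: 0% = DMSO wells and 100% = sodium butyrate wells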
hcDAF12 agonist: H. contortus DAF-12 nuclear receptor activators, primary screen, cell-based, luminescence, HEK293, lit1-tk-luc reporter | HEK293 hcDAF-12 lit1-tk-luc reporter; 0% DMSO, 100% Δ7-dafachronic acid | activation, % at 6.8 µM | 1.4% of 370,000 active | AID 652067, 2013;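 active means activation above the mean of all tested compounds plus 3 SD, cut at about 5.5% in these data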;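 further: 100% = response to 3 µM Δ7-dafachronic acid high control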
SMARCA2 act: SMARCA2 (BRM) function activators, primary screen, cell-based, luminescence, high throughput; MG213 cells, MMTV-luciferase reporter, dexamethasone, overnight; activation, % at 9.1 µM; 1% of 370,000 active; AID 652017, 2013; in the data active means activation above about 7.8%;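 further: 0% = vehicle wells and 100% = reference activator wells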
ssDAF-12 act: S. stercoralis DAF-12 nuclear receptor activators, primary screen, cell-based, luminescence, HEK293, GRIP1 co-expression, lit1-tk-luc; Nuclear hormone receptor DAF-12 (Strongyloides stercoralis); HEK293 ssDAF-12/GRIP1 lit1-tk-luc reporter; % of 3 µM dafachronic acid response; activation, % at 6.8 µM; 1% of 370,000 active;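 active means activation above the mean over all tested compounds plus 3 SD, cut at about 0.9% in these data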;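 further: 0% = DMSO-only wells and 100% = 3 µM delta7-dafachronic acid wells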
FXN GAA850 act: FXN promoter activators, primary screen, cell-based, luciferase luminescence, HEK293 lucGAA850. HEK293 lucGAA850 FXN promoter luciferase reporter, 24 h; percent of 10 µM SAHA response. activation, % at 6 µM. 0.56% of 360,000 active;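 active means activation above the average of all compounds screened plus 3 SD, cutoff fixed separately per campaign, cut at about 7.5% in these data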;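 further: 0% = DMSO wells and 100% = 10 µM SAHA wells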
ADAM10 inh: human ADAM10 inhibitors, primary screen, biochemical, QFRET, HTS; Disintegrin and metalloproteinase domain-containing protein 10 (Homo sapiens), O14672; recombinant ADAM10, EDANS/DABCYL FRET peptide cleavage, 3 h; inhibition, % at 7 µM; 0.62% of 370,000 active;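 active means inhibition above a per-campaign cutoff equal to the mean of compounds falling between control-based bounds plus 3 SD, cut at about 20% in these data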;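 further: 0% = DMSO wells while the 100% control is not disclosed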
Target sequence (O14672 214-748 limits assumed): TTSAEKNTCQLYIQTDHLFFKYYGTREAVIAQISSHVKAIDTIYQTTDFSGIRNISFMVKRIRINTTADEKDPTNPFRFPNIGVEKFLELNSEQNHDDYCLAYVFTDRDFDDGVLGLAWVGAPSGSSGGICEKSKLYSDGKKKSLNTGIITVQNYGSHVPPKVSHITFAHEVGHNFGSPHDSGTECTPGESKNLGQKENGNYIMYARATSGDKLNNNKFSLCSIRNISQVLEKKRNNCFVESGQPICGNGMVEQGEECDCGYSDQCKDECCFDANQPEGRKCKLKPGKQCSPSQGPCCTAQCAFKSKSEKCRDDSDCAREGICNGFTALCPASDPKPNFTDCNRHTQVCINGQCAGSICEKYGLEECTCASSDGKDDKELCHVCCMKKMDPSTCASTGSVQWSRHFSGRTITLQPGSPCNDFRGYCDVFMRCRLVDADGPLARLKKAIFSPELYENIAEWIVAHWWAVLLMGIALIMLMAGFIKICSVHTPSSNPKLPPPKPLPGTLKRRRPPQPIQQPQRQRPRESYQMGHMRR
NPR1 activator: GC-A stimulated cGMP production enhancers – HEK293 GC-A cells, cGMP TR-FRET, EC30 ANP, primary screen | Atrial natriuretic peptide receptor 1 (Homo sapiens), P16066 | 0% at EC30 ANP, 100% saturating ANP | activation, % at 10 µM | 0.14% of 370,000 active; in the data active means activation above about 40%
ADAM17 inh: ADAM17 inhibitors, primary screen, biochemical, QFRET | Disintegrin and metalloproteinase domain-containing protein 17 (Homo sapiens), P78536 | recombinant ADAM17, EDANS/DABCYL FRET peptide cleavage | inhibition, % at 6.95 µM | 0.83% of 370,000 active;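 active means inhibition above the mean of compounds lying between control limits plus 3 SD, set per campaign, cut at about 8.5% in these data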;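 further: 0% = DMSO-only wells as the low control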
DAX1 inh-2: DAX1 (NR0B1) inhibitors, primary screen, cell-based, HEK293, Gal4-DAX1, luciferase luminescence; Nuclear receptor subfamily 0 group B member 1 (Homo sapiens), P51843; HEK293 Gal4-DAX1 luciferase reporter; inhibition, % at 6.75 µM; 0.99% of 340,000 active; AID 504766, 2011;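 active means inhibition above the mean over all tested compounds plus 3 SD, cut at about 4.2% in these data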;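 further: 0% = DAX1-transfected cells with DMSO and 100% = empty-vector control cells with DMSO; inhibition shows as a rise in luminescence from relieved DAX1 repression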
Target sequence (P51843 207-470 limits assumed): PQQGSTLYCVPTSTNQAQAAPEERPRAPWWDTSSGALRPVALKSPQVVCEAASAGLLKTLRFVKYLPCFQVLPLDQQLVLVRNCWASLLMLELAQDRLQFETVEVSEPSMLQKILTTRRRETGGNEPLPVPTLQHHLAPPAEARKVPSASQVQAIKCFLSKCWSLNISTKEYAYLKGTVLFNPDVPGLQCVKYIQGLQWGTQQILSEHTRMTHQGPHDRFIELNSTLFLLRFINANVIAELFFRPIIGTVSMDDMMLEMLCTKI
* = called active by the depositor; i = inactive; . = no result given.

entry	Compound	DAX1 inh-1	PG9 Ab binder	hgDAF12 agonist	hcDAF12 agonist	SMARCA2 act	ssDAF-12 act	FXN GAA850 act	ADAM10 inh	NPR1 activator	ADAM17 inh	DAX1 inh-2
1	Nc1cc(C(=O)N2CCN(c3ccccc3Cl)CC2)ccc1N1CC2CC(C1)c1cccc(=O)n1C2 (centres undefined)	0.3	1.2	-1.1	0.7	-3	-0.4	0.5	-2	4	1	2.6
2	COc1ccccc1/C=C/C(=O)OC(C)CN1CCOCC1 (centres undefined)	-0.4	-0.2	0.7	-0.5	-1	-1.7	-0.8	-193	5	-55	0.5
3	CCC(=O)Nc1nnc(S(=O)(=O)N(C)Cc2ccco2)s1	0.7	0.4	-0.3	-0.6	0	-1.2	2.1	-10	4	-5	0.5
4	O=c1/c(=C\c2cccc(O)c2)sc2nc(-c3ccccc3)c(-c3ccccc3)n12	-0.4	0.5	0.3	-1.2	-5	-1.0	.	-8	-14	-7	0.9
5	CCCCC[C@@H]1CCCCC[C@@H](O)C[C@@H](O)[C@@H](O)/C=C/C(=O)O1	-0.3	0.3	0.9	0.6	1	-0.9	.	2	3	1	.
6	CC(C)N(CCNC(=O)c1oc(=O)c2ccccc2c1-c1ccccc1)Cc1ccco1	-0.3	-1.6	-1.6	-1.1	-4	-1.4	-1.0	7	-3	5	0.1
7	CCn1c(CNC(=O)COc2ccc(C(C)C)cc2)nnc1SCC(=O)NC1CCCCC1C (centres undefined)	0.2	-1.6	0.7	-0.4	1	-0.8	-1.2	5	5	-4	-0.7
8	COc1ccc(C2/C=C\CN(C(=O)CC(C)C)CC(=O)N2Cc2ccc(F)cc2)cc1 (centres undefined)	0.1	0.0	1.7	-1.7	-2	-1.2	-0.6	-1	-3	-3	0.9
9	O=C(c1cc(S(=O)(=O)Nc2ccccc2F)c(Cl)cc1Cl)N1CCN(CCO)CC1	0.4	-2.3	0.3	-0.1	-2	-1.1	1.8	-7	0	-4	1.2
10	Cc1ccc(C(=O)OCC(=O)NCCN2C(=O)CSC2=O)cc1	0.8	-0.7	2.2	0.4	-1	-0.7	3.5	-5	1	0	-0.6
11	O=C(NNC(=O)C1COc2ccccc2O1)c1ccccc1O (centres undefined)	1.1	-0.3	1.6	1.5	0	-0.5	0.1	-71	3	-21	0.5
12	COc1ccccc1N1CCN(S(=O)(=O)c2c(C)[nH]c(C)c2C(=O)N2CCCC2)CC1	-0.1	-0.6	2.1	1.9	-3	-1.4	1.4	-3	-3	2	-0.6
13	CC(C)(C)OC(=O)N1CCC(c2ccc[nH]2)(c2c[nH]c3ccccc23)CC1	0.6	.	-4.5	-0.2	-2	-0.1	.	2	-1	0	.
14	N#CCc1ccc(NS(=O)(=O)c2cccs2)cc1	-0.7	-2.0	1.6	-1.6	0	-0.6	1.7	-6	1	-4	0.6
15	CSc1nsc(SC)c1NC(=O)Nc1ccccn1	-0.4	0.4	-2.1	0.1	-2	-1.0	-2.1	1	-2	-2	-1.9
16	O=C(O)c1cc(-c2ccc(/C=N/Nc3ccc(Cl)cc3)o2)ccc1Cl	0.5	-0.8	0.2	2.6	-1	0.6	-0.5	-78	5	-31	1.3
17	COC(=O)c1ccn(CC(=O)NC2CCCCC2)n1	0.1	-1.1	-0.9	-0.3	-1	-1.2	-1.2	2	0	2	0.4
18	Cc1cn(C2CC3OCC3O2)c(=O)[nH]c1=O (centres undefined)	-1.0	-2.2	0.0	-0.8	2	-1.2	-1.0	7	2	0	-0.5
19	CCc1nc2c(sc3nc4c(cc32)COC(C)(C)C4)c(=O)n1CCN(CC)CC	0.1	-1.5	0.3	-1.1	1	-1.5	1.5	-19	6	-5	0.4
20	Cc1ccc(N2CC(C(=O)Nc3nnc(SCCN4CCOCC4)s3)CC2=O)cc1 (centres undefined)	0.5	-0.2	-1.1	1.9	-1	-0.6	-0.3	0	3	-7	0.2
21	COc1ccc(NC(=O)N(C)C[C@H]2Oc3ccc(NC(=O)NC(C)C)cc3C(=O)N([C@H](C)CO)C[C@@H]2C)cc1	-0.2	0.1	0.7	-0.1	-1	-0.9	1.5	-12	-3	-6	-0.3
22	Cc1c(-c2ccccc2)nnn1-c1ccc(F)cc1F	1.7	-1.3	7.5	1.0	2	0.2	5.2	-12	1	-5	0.4
23	N#Cc1ccccc1NC(=O)C(=O)NCCCN1CCCC1=O	3.1	-2.2	-0.5	-0.4	7	-1.4	1.1	-7	0	2	0.2
24	N#Cc1ccc(COC(=O)CSc2nnc(C3CCCCC3)n2N)cc1	-0.5	0.7	-0.1	-0.8	0	-0.6	-1.9	-6	2	-4	-0.3
25	Cc1cc2nnc(SCC(=O)Nc3ccc(Cl)cc3)n2c(N)n1	-0.2	-0.2	0.6	-2.8	-1	-1.1	-2.2	1	-1	-1	1.1
26	CN(C)CCNc1oc(COc2cccc(Cl)c2)nc1C#N	0.3	0.7	5.3	2.8	-1	-1.5	-0.8	-10	-4	-6	-0.3
27	C#CCNC(=O)c1cc2sccc2n1C	-0.2	0.9	7.8	1.6	-2	-0.4	0.2	-3	3	-2	3.0
28	COc1cc(C2C(C#N)=C(N)Oc3n[nH]c(C)c32)cc2c1OCO2 (centres undefined)	-0.3	0.4	-2.1	-0.8	-1	-1.4	-1.2	-10	-3	-6	-1.2
29	CCOC(=O)CSc1nc2ccccc2n1CC(=O)NC(C)(C)C	2.4	0.2	-1.8	-1.2	-1	-1.3	-1.4	-6	0	-1	-0.3
30	COc1ccc(/C=C/C(=O)C(C(N)=O)=C2SCCS2)cc1	0.0	-0.6	3.9	-1.7	1	0.3	1.3	-16	-2	-3	-1.0
31	CNc1cncc(-c2c(OC)cccc2OC)n1	0.2	-0.1	-0.4	-0.2	-5	-0.6	-0.5	i	0	i	.
32	Cc1sc2nc(CSc3ccccc3)nc(N3CCN(C)CC3)c2c1C	0.5	0.5	-2.0	0.0	-1	-1.8	3.4	-3	-11	0	-0.3
33	Cc1cccn2c(=O)nc(SCC(=O)Nc3ccc4c(c3)OCO4)nc12	-0.5	-1.3	-0.3	1.7	0	-0.1	1.3	-4	1	0	-0.3
34	CCOC(=O)N1CCN(CCC(=O)c2ccc(OC)cc2)CC1	-0.7	0.6	-5.6	-1.5	-2	-1.1	-0.1	-3	4	0	2.7
35	COc1cnc(-c2ccccn2)nc1Oc1cccc(Cl)c1	-1.5	0.2	-4.2	-1.9	-2	-1.9	1.1	3	6	3	-1.8
36	Cc1ccc(NC(=O)C(C)c2ccc([N+](=O)[O-])cc2)cc1Cl (centres undefined)	-1.1	1.3	-5.6	-2.5	-3	-1.5	1.3	24*	-1	7	-0.2
37	Cc1cccc(CCNC(=O)CSc2nc3c([nH]2)c(=O)n(C)c(=O)n3C)c1	1.1	.	2.4	-1.8	2	-1.1	.	-9	-1	-4	.
38	O=C(CSc1ccsc1[N+](=O)[O-])NC1CCCC1	0.3	-1.2	0.0	0.0	-1	-0.6	3.1	-4	1	0	0.4
39	C=CCN(Cc1cccs1)C(=O)CN1CCN(S(=O)(=O)c2ccc3c(c2)OCCCO3)CC1	-0.9	-2.0	-1.9	-1.8	-1	-1.7	0.6	7	0	4	0.0
40	CC(C)(C)c1ccc(C(=O)N2CCC2(C)C(=O)Nc2ccc3[nH]ncc3c2)cc1 (centres undefined)	-2.2	-0.8	-5.8	-2.3	-5	-1.9	-1.0	-3	-13	0	.
41	O=C(O)c1cc2c(s1)CCCC2	0.1	0.3	3.0	-0.2	1	-1.1	0.1	-4	-6	1	0.4
42	Cc1cc(=O)n2[nH]c(SCc3ccccc3)nc2n1	0.5	2.1	-0.5	-1.3	1	-1.4	-1.3	-9	1	0	-0.2
43	O=C(Cc1ccccc1)Nc1ccccc1N1CCN(c2ccccc2)CC1	-0.3	-0.6	0.8	-2.1	-2	-2.4	-0.9	-5	5	1	0.5
44	Cn1cc(Br)c(C(=O)NC2C3CC4CC(C3)CC2C4)n1 (centres undefined)	0.2	-0.8	0.8	0.3	-1	-1.1	-1.2	-2	1	-4	0.3
45	C/C(=C\c1ccco1)CN1CCC(N2CCC(C(=O)N3CCOCC3)CC2)CC1	-0.7	0.1	-1.6	0.5	8	1.2*	0.7	9	4	-1	2.0
46	Cc1cc(SCC(=O)c2ccc(Cl)cc2)nc(=O)[nH]1	3.2	-1.8	15*	6.8*	4	1.3*	1.8	-20	0	-11	0.7
47	COc1ccc(C(C)(NC(C)=O)c2nc(-c3ccc(S(C)(=O)=O)cc3)cs2)cc1 (centres undefined)	-3.2	0.0	0.0	-1.1	-4	-0.9	0.5	-17	-1	-2	.
48	N#Cc1ccc(/C=C2\CC3(OC(=O)C4CCCC4)CCCN2C3)cc1 (centres undefined)	-0.1	.	6.5	-1.5	-5	-1.3	.	-8	-2	-2	.

Source: PubChem
